POLK inh: DNA polymerase kappa (human) inhibition. Potency, µM (top dose mostly 107 µM), inactives show top-dose activity, negative = inhibition, actives largely listed as inhibitors. purified Pol kappa, fluorescent DNA synthesis assay, 10 min. AID 588579. Q9UBT6. hit rate 0.53% among 400,000; also: % is scaled to controls: 0 for no effect and ±100 for the full control effect
Target sequence (Q9UBT6 whole entry, looked up): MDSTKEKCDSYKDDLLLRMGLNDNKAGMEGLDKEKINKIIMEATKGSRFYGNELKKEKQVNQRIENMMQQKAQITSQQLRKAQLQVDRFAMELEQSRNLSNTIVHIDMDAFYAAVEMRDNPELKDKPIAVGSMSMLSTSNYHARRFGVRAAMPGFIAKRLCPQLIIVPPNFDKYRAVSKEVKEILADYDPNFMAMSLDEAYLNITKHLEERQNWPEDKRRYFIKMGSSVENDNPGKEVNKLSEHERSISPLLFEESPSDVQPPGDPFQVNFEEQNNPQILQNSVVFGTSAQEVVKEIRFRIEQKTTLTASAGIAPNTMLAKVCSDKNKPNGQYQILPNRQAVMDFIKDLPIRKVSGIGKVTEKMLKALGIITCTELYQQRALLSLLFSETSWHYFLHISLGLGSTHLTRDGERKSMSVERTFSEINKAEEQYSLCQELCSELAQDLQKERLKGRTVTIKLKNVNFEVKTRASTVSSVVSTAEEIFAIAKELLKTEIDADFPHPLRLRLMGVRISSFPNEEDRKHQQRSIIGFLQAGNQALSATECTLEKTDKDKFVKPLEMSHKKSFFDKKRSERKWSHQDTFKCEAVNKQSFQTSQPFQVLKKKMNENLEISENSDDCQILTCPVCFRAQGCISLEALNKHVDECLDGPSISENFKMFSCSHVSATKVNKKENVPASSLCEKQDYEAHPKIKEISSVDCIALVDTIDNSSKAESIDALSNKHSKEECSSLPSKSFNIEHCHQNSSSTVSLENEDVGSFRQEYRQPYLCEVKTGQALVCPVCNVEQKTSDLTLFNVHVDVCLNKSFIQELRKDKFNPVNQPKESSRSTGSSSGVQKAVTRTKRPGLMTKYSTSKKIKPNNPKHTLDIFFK
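First, compounds were pin-transferred onto 10 nM Pol kappa. After 15 min at room temperature, substrate was added to 50 nM final. Fluorescence was then measured kinetically at 0 and 10 min.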
APEX1 inh: inhibitors of human APE1 endonuclease; recombinant APE1, TAMRA/BHQ-2 abasic DNA cleavage fluorescence; Potency, µM (highest dose often 65.8 µM), for inactives: at the top dose activity change, negative = inhibition, usual class: inhibitors; hit rate 0.35% among 350,000;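 also: plate controls were vehicle for no effect and reference inhibitor for full effect; nearly all actives have a fitted effect of over 55% in size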
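Substrate: short duplex with […] THF abasic site, 5'-TAMRA and 3'-BHQ-2, 50 nM final. APE1 at 0.75 nM, preincubated 15 min RT with compound. Fluorescence increase from first to third read measured activity.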
POLH inh: inhibitors of human DNA polymerase eta; recombinant Pol eta, fluorescent DNA replication assay; Potency, µM (titrated, usually from 114 µM), inactives show at the top dose activity change, negative = inhibition, actives largely listed as inhibitors; hit rate 1.2% among 390,000; AID 588591; also: % is scaled to controls: 0 for no effect and ±100 for the full control effect
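Pol eta (10 nM) was preincubated with compounds for 15 min at room temperature, after which fluorescent replication substrate (50 nM final) was added to start the reaction. Fluorescence was read kinetically at 0 and 10 min.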
BAZ2B inh: BAZ2B (human) inhibition; Q9UIF8; AlphaScreen BAZ2B-H3K14Ac peptide displacement; Potency, µM (highest dose often 114 µM), inactives show top-dose activity change, negative = inhibition, most hits filed as inhibitors; hit rate 4.4% among 360,000; also: % is scaled to controls: 0 for no effect and ±100 for the full control effect; nearly all actives have a fitted effect of over 60% in size
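AlphaScreen displacement: compounds (up to 110uM) incubated 30 min at room temperature with a preformed 50 nM BAZ2B/50 nM biotinylated H3K14Ac peptide complex in PBS pH 7.4 with Tween-20. Donor and acceptor beads at 10 ug/mL final added, 20 min light-protected before reading.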
Pol beta inh: blocks human DNA polymerase beta activity; hit rate 1.3% among 340,000; AID 485314; Potency, µM (highest dose often 114 µM), for inactives: at the highest dose activity change, negative = inhibition, hits mostly inhibitors; P06746; Pol beta primer extension/strand displacement, fluorescence kinetic; also: % is scaled to controls: 0 for no effect and ±100 for the full control effect
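Homogeneous kinetic assay of primer extension and strand displacement by 10 nM Pol beta, preincubated 15 min at room temperature with compound before 50 nM substrate (final) was added. Read at 0 and 10 min; four-parameter Hill fit.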
G9a block: inhibitors of human histone lysine methyltransferase G9a; G9a H3K9 monomethylation, AlphaScreen, 2 h; Potency, µM (series often up to 102 µM), for the others: top-dose activity, negative = inhibition, hits mostly inhibitors; hit rate 8.8% among 350,000; AID 504332; also: % is scaled to controls: 0 for no effect and ±100 for the full control effect; nearly all actives have a fitted effect of over 75% in size
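AlphaScreen read-out: biotin-H3K9 peptide (500 nM) methylation by 20 nM enzyme with 20 uM SAM, 2 h at room temperature after 15 min compound preincubation; anti-monomethyl H3K9 antibody plus donor/acceptor beads, 10 min dark.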
BLM helicase inh: inhibitors of human Bloom syndrome helicase BLM | Potency, µM (highest dose often 56.1 µM), for inactives: at the highest dose activity change, negative = inhibition, hits mostly inhibitors | P54132 | hit rate 0.2% among 350,000 | recombinant BLM DNA unwinding, fluorescence dequenching;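 also: plate controls were vehicle for no effect and no enzyme for full effect; nearly all actives have a fitted effect of over 35% in size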
POLI inh: inhibitors of human DNA polymerase iota; Potency, µM (series often up to 115 µM), without a hit: at the highest dose activity, negative = inhibition, most hits filed as inhibitors; Pol iota fluorescent replication assay, 10 min; Q9UNA4; hit rate 1% among 390,000; AID 588590
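Fluorescent replication assay read twice, at 0 min and 10 min after adding 50 nM (final) substrate. Enzyme (10 nM) and compounds were first incubated 15 min at room temperature; enzyme-free buffer wells were negative controls.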
Apoferritin bind: binds horse apoferritin like a general anesthetic. Potency, µM (doses to about 77.5 µM), without a hit: top-dose activity change, negative = displacement, actives largely listed as inhibitors. apoferritin/1-aminoanthracene competitive binding, fluorescence. P02791. hit rate 0.074% among 350,000. AID 485281; also: % is scaled to controls: 0 for no effect and ±100 for the full control effect; nearly all actives have a fitted effect of over 20% in size
Target sequence (P02791 2-175 limits assumed): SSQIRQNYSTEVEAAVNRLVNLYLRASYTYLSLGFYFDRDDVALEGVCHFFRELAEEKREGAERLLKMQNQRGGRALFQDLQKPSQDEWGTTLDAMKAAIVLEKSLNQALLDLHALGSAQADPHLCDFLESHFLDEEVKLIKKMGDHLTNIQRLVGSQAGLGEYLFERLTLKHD
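Concentration-response curves derived by four-parameter Hill fitting of normalized fluorescence, where compounds displaced 1-AMA from 10 uM horse apoferritin following a brief 10 min room-temperature incubation; propofol titration acted as positive control.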
An asterisk follows results filed as active; u = inconclusive; x = not tested or not shown; [ ] = dose if it differs, or a comment. Calls follow the shape of the dose curve; as a rule, active = well fitted curve in the direction sought with a large enough effect; inconclusive = small, poorly fitted or top-dose-only effect, or another doubt; inactive = no such curve, though single readings can be large; an effect the other way counts as inactive or inconclusive. Potency is read from the fitted curve at half-maximal effect. Only part of the results is shown (hit frequency here may not be typical).

Fields – POLK inh	APEX1 inh	POLH inh	BAZ2B inh	Pol beta inh	G9a block	BLM helicase inh	POLI inh	Apoferritin bind
- Cc1cccc(-c2nc3ccccc3c(=O)n2NC(=S)N(C)C)c1
  -10%	14%	-6%	-5%	2%	8.9µM*	-4%	17%	-4%
- O=S(=O)(c1ccccc1)c1nc(-c2cccs2)oc1NCC1CCCO1 (stereo unspecified)
  -2%	u	-7%	-5%	-3%	32µM*	-11%	4%	-14%
- Cc1c(C)n(Cc2ccccc2)c2ncnc(NCCCO)c12
  9%	8%	-2%	0%	u	1%	0%	24%	-7%
- Cc1ccc(NC(=O)CSc2nnc(COc3ccc(Cl)cc3)o2)cc1
  -1%	x	-2%	-8%	0%	2%[59 µM]	-1%	14%	-22%
- CC(=O)c1cccc(NC(=O)c2ccc(Br)o2)c1
  2%	0%	-4%	7%	-1%	u	-3%	-29%	-22%
- O=C(O)c1ccccc1OS(=O)(=O)O
  19%[60.1 µM]	u	x	x	x	x	4%	x	4%
- CC(Sc1nnc2ccccn12)C(=O)Nc1ncc(Cl)cc1Cl (stereo unspecified)
  -7%	10%	11%	2%	25%	-28%	-1%	2%	-7%
- Cc1cnc(C)c(N2CCN(Cc3nc(-c4cccc(F)c4F)oc3C)CC2)n1
  -15%	-3%	-10%	-39%	-29%	u	-5%	26%	-16%
- CCOc1ccc(N(CC(=O)NCCSCc2ccc(C)cc2)S(C)(=O)=O)cc1
  -13%	-3%	-16%	u	-1%	x	-5%	105%[activator]	-2%
- COc1cc(OC)c2cc[nH]c2c1
  -5%	15%	-16%	-36%	36%	12%	-10%	6%	4%
- O=C(COc1ccccc1)N1CCN(c2ccc([N+](=O)[O-])c(N3CCCCC3)c2)CC1
  -6%	-5%	0%	u	12%	u	-10%	4%	u
- COc1cccc2c(C)cc(N3CCCCCC3)nc12
  -3%	23%	0%	20%	38%	34%	-8%	-1%	-16%
- CCC/S(C)=N/S(=O)(=O)c1ccc(C)cc1 (stereo unspecified)
  -6%	2%	-8%	2%	-27%	12%[59 µM]	3%	9%	3%
- COc1cccc(/C=N/NC(=O)C(C)n2nnc3ccccc32)c1 (stereo unspecified)
  -3%	-2%	-5%	2%	25%	5%[59 µM]	-4%	130%[activator]	-21%
- CN(C(=O)n1cnc2ccccc21)c1ccccc1
  -3%	0%	-10%	6%	40%	20%[59 µM]	-1%	8%	-8%
- CCc1ccc(OCC(=O)Nc2nnc(-c3ccco3)s2)cc1
  -10%	11%	-14%	-13%[57.1 µM]	4%	u	-5%	-16%	-1%
- O=C(O)CN1C(=O)NC2(CCc3ccccc32)C1=O (stereo unspecified)
  -3%	-16%	-7%	1%	30%	-12%	3%	16%	12%
- CCOC(=O)c1[nH]c(C)c(C(=O)N2CCN(c3ccc(F)cc3)CC2)c1C
  -6%	0%	-12%	-34%	-1%	u	-12%	-12%[58.9 µM]	2%
- O=C(NCc1ccccc1CN1CCCC1)C1CCN(S(=O)(=O)c2ccc(F)c(F)c2)CC1
  -12%	7%	-12%	11%	x	3%[59 µM]	x	2%	x
- CCN(CC)S(=O)(=O)c1ccc2nc(NC(=O)c3cncc(Br)c3)sc2c1
  3%[60.1 µM]	x	-7%	3%	-25%	-55%[59 µM]	19%	u	-9%

The list goes on:
Fields – POLK inh	APEX1 inh	POLH inh	BAZ2B inh	Pol beta inh	G9a block	BLM helicase inh	POLI inh	Apoferritin bind
- CCCCN(C)CCNC(=O)c1ccc2c(=O)n(CCc3ccccc3)c(=O)[nH]c2c1
  -9%	x	-21%	-1%	-9%	-4%[59 µM]	-6%	-7%	-1%
- O=C(CC1SCCNC1=O)Nc1ccc(Cl)c(Cl)c1 (stereo unspecified)
  -8%	-12%	0%	-34%	-1%	8%	-4%	13%	u
- COc1ccc(NC(=O)CCSCCC(=O)Nc2ccc(OC)cc2OC)c(OC)c1
  -11%	4%	-21%	-8%	80%	-10%[59 µM]	-3%	18%	5%
- COc1ccc(CCNC(=O)c2cn3ccc(C)cc3n2)cc1OC
  3%	2%	-11%	-19%	-1%	11%	-1%	u	-4%
- CCOC(=O)c1ccc(NC(=O)C2CCCN(S(=O)(=O)c3ccc(F)cc3)C2)cc1 (stereo unspecified)
  -15%	-2%	-18%	4%	1%	18%	-12%	2%	-5%
- COC(=O)c1ccc(Nc2nc3ccc(C)cc3n3cnnc23)cc1
  -3%	29%	10%	-10%	2%	4%	-6%	12%	-5%
- C=CCNc1nc(N)c(C(=O)c2ccc3c(c2)OCO3)s1
  -8%	-3%	-18%	u	24%	50µM*	0%	-11%	u
- CCCn1c(N)c(N(CCOC)C(=O)c2ccc([N+](=O)[O-])cc2Cl)c(=O)[nH]c1=O
  6%	61%[activator]	-7%	8%	12%	50µM*	-4%	139%[activator]	5%
- CCC(C)(C)NC(=O)C(c1ccc(C)o1)N(Cc1cccs1)C(=O)Cn1nnc2ccccc21 (stereo unspecified)
  -5%	u	-4%	7%	-11%	13%	0%	8%	u
- S=C(NCc1cccnc1)Nc1ccc(Cl)c(Cl)c1
  -6%[60.1 µM]	0%	-12%	-1%	-1%	-7%[2.33 µM]	-8%	12%	u
- C=Cc1ccc(CSc2cc(C)nc3nc(C)nn23)cc1
  -22%	-1%	3%	-1%	-4%	u	-3%	u	-5%
- CCOC(=O)c1oc2ccccc2c1COC(=O)CNC(=O)c1ccccc1OC
  -2%	-16%	-15%	-6%	x	-40%	x	15%	x
- COc1ccccc1CNS(=O)(=O)c1ccc2c(c1)oc(=O)n2C
  -5%	1%	-4%	9%	-13%	-7%	1%	69%[activator]	-2%
- COc1cc(C2C(C(=O)C(C)(C)C)=C(O)C(=O)N2Cc2ccccc2)ccc1O (stereo unspecified)
  -6%	-5%	2%	u	2%	x	1%	-9%	-5%
- O=C(Nc1cc(Cl)cc(Cl)c1)c1cc(S(=O)(=O)N2CCc3ccccc3C2)ccc1F
  -3%[60.1 µM]	x	-1%	0%	2%	-1%[59 µM]	-4%	6%	7%
- CC1CCCC(C)N1C(=O)c1ccc(S(=O)(=O)N2CCCC2)cc1 (stereo unspecified)
  2%	-8%	-2%	-2%	x	-9%[12.7 µM]	x	8%	x
- Oc1ccc(Br)cc1-c1cc(-c2ccccc2F)[nH]n1
  -9%	-1%	-7%	-2%	-13%	6%[59 µM]	-4%	13%	-3%
- Cc1ccccc1NC(=O)COC(=O)c1ccc(CSc2ccc(Cl)cc2)cc1
  7%	-8%	-8%	-9%	1%	-9%[59 µM]	-10%	126%[activator]	-7%
- COc1cccc(NC(=O)CN2CCN(S(=O)(=O)c3ccc(F)cc3)CC2)c1
  -15%	4%	-9%	4%	-10%	-37%[59 µM]	-3%	-14%	-17%
- Cc1ccc(S(=O)(=O)N2CCOCC2)cc1C(=O)OCC(=O)c1ccc[nH]1
  -7%	-24%	-10%	-5%	x	18%[12.7 µM]	x	-11%	x

The list goes on, starting with the last five of the part before.
Fields – POLK inh	APEX1 inh	POLH inh	BAZ2B inh	Pol beta inh	G9a block	BLM helicase inh	POLI inh	Apoferritin bind
- CC1CCCC(C)N1C(=O)c1ccc(S(=O)(=O)N2CCCC2)cc1 (stereo unspecified)
  2%	-8%	-2%	-2%	x	-9%[12.7 µM]	x	8%	x
- Oc1ccc(Br)cc1-c1cc(-c2ccccc2F)[nH]n1
  -9%	-1%	-7%	-2%	-13%	6%[59 µM]	-4%	13%	-3%
- Cc1ccccc1NC(=O)COC(=O)c1ccc(CSc2ccc(Cl)cc2)cc1
  7%	-8%	-8%	-9%	1%	-9%[59 µM]	-10%	126%[activator]	-7%
- COc1cccc(NC(=O)CN2CCN(S(=O)(=O)c3ccc(F)cc3)CC2)c1
  -15%	4%	-9%	4%	-10%	-37%[59 µM]	-3%	-14%	-17%
- Cc1ccc(S(=O)(=O)N2CCOCC2)cc1C(=O)OCC(=O)c1ccc[nH]1
  -7%	-24%	-10%	-5%	x	18%[12.7 µM]	x	-11%	x
- CCc1nc(C)cn1S(=O)(=O)c1cc(OC)c(C)cc1C
  -6%	2%	-4%	-17%	-14%	45µM*	0%	-1%	-10%
- COc1ccccc1CNC(=O)CNC(=O)[C@@H]1Cc2ccccc2CN1
  1%	12%	-13%	-16%	-2%	u	-1%	29%	-6%
- CCOc1cc(C2C(C(=O)OC)=C(C)NC3=C2C(=O)c2ccccc23)cc(Cl)c1O (stereo unspecified)
  -1%	x	-7%	u	4%	u	-7%	4%	u
- COc1ccc(OC)c(S(=O)(=O)N2CCC(C(=O)N(C)Cc3ccccc3)CC2)c1
  -17%	-8%	-3%	-1%	-11%	34%	-1%	20%	-5%
- CCOCc1nnc(NC(=O)C2CC(=O)N(CCc3ccc(F)cc3)C2)s1 (stereo unspecified)
  -17%	11%[12.4 µM]	-12%	3%	-1%	1%[59 µM]	3%	50%[activator]	-4%
- COc1ccc(OC)c(NC(=S)Nc2ccccc2)c1
  -7%	20%	-5%	-33%	0%	-49%	-4%	104%[activator]	-7%
- CCCNC(=O)NC(=O)COC(=O)c1ccc(OC)c(S(=O)(=O)N2CCCc3ccccc32)c1
  1%	-1%	2%	-26%	17%	u	-8%	-12%	-6%
- CC(C)(O)CCC(O)[C@@](C)(O)C1CC[C@]2(O)C3=CC(=O)C4CC(O)C(O)C[C@]4(C)C3CC[C@]12C (stereo partly specified)
  -6%[60.1 µM]	18%	x	x	x	-38%[2.33 µM]	6%	x	4%
- Cc1ccc(C(=O)NCC(=O)OC(C)C(=O)NCCC2=CCCCC2)cc1C (stereo unspecified)
  -26%	1%	-16%	-15%	-17%	13%[59 µM]	3%	10%	-17%
- CCCc1cc(C(=O)Nc2cccnc2Cl)no1
  4%	1%	-1%	7%	0%	8%[12.7 µM]	0%	4%	-18%

Screening results (PubChem)
